Cav3 T inh: Cav3.2 calcium influx blockers – cell-based, Fluo-4 calcium fluorescence, FDSS, MLSMR library, primary screen; B-score at 10 µM; AID 449739, 2010; 100,000 tested, 4% active; Cav3.2-expressing cells; stronger effect = lower value;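 active = single-dose well whose peak fluorescence ratio is a statistical outlier from its plate by either plate-standardised score or position-corrected B-score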
Target sequence (O95180 whole entry, looked up): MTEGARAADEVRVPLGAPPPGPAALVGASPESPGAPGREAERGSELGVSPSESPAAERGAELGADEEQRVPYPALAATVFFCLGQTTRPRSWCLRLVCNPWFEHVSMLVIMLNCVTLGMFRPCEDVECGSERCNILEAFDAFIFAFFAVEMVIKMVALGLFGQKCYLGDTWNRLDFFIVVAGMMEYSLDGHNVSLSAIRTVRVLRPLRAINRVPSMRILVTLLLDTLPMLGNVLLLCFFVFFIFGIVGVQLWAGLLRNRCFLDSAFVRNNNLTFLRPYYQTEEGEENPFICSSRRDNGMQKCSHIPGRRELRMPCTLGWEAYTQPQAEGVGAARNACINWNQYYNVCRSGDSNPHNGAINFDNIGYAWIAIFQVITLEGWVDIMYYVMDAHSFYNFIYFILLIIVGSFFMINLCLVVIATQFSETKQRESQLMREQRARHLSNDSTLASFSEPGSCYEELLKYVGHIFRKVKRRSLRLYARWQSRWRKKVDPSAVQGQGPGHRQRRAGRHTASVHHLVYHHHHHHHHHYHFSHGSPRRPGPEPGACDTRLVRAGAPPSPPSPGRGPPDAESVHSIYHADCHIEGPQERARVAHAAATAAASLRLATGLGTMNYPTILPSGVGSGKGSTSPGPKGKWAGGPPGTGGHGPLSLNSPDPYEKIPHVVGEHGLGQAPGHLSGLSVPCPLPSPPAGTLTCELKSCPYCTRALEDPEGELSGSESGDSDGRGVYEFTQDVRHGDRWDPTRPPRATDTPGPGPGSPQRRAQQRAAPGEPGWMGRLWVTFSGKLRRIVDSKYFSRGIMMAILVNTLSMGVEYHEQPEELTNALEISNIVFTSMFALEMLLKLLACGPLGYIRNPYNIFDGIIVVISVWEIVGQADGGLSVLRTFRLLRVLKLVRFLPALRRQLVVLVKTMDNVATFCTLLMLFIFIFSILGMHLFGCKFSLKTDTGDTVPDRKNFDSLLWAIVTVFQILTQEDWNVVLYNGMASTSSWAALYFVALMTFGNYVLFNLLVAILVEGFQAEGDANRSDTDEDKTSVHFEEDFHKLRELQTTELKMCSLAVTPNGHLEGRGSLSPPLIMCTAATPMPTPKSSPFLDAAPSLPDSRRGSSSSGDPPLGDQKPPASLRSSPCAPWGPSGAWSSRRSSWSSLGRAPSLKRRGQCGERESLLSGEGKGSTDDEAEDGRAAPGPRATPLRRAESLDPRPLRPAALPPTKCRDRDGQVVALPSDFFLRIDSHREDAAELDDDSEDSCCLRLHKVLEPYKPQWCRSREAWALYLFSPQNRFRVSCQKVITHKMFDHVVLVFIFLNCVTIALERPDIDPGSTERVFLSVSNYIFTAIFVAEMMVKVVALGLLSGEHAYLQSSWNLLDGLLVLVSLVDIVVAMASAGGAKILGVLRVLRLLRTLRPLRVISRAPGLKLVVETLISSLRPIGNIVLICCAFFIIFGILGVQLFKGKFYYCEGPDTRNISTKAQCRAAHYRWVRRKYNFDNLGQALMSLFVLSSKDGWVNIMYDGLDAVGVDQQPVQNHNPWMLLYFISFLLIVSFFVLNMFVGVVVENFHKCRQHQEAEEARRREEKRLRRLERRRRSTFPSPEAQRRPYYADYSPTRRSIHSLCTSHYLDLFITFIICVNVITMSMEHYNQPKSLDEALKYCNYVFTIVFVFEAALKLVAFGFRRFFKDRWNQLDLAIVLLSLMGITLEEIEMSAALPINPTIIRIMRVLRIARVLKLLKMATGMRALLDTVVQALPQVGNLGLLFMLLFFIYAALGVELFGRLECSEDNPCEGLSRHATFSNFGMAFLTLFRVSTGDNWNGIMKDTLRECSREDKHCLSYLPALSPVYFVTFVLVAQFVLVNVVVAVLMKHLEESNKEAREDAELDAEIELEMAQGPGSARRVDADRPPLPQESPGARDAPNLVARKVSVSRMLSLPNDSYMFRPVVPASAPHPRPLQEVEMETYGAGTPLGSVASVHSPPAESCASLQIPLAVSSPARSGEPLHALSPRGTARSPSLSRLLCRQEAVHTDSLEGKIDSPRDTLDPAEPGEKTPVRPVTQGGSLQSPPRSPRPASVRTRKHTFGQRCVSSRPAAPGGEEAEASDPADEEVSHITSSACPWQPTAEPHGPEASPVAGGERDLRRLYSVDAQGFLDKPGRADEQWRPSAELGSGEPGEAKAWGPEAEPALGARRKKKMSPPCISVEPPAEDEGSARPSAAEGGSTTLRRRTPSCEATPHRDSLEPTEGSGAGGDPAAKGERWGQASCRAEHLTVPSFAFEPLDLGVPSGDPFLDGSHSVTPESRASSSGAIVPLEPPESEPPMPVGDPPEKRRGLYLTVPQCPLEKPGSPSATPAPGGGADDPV
An asterisk follows results filed as active. This is a subset; the hit share may differ from the screen's.

cpd	Structure	Cav3 T inh
1	O=C(NCCc1ccccc1)c1nc2c(nnn2Cc2ccccc2Cl)c(=O)[nH]1	-3.65
2	COc1ccc(CNC(=O)c2c(C)nc3ccccn23)cc1	0.238
3	Cc1nc2cc(-c3ccccc3)nn2c(C)c1CCC(=O)NCc1ccco1	0.00722
4	O=S(=O)(c1ccccc1)N1CCN(c2ncnc3sc(-c4ccccc4)cc23)CC1	-2.92
5	C/C=C\C=C/C(=O)Nc1cccc(C2=NOC3(C2)C[C@@H](C(N)=O)N(C(=O)/C=C/C=C\C)C3)c1 (some centres not stated)	-0.0138
6	COC(=O)c1ccccc1NC(=O)C1CCN(C(=O)c2ccc(OC)cc2)CC1	0.0388
7	CCOC(=O)CN1C(=O)N[C@@H](c2cccc(C(F)(F)F)c2)[C@H](C(C)=O)[C@H]1C	0.147
8	O=C(NC1CCCc2ccccc21)C1CCN(S(=O)(=O)c2cccc3nonc23)CC1 (configuration not stated)	-0.388
9	Cc1cccc(OCC(=O)NNC(=O)Nc2cccc(Cl)c2)c1C	0.475
10	CCOc1ccc2[nH]c(=O)c(CN(CCN3CCOCC3)Cc3nnnn3C(C)(C)CC)cc2c1	0.85
11	CCOc1ccc(N(CC)S(=O)(=O)c2ccc3c(c2)oc(=O)n3C)cc1	-2.39
12	CCC(NC(=O)c1cccc(Cn2nc(C)c([N+](=O)[O-])c2C)c1)c1ccc(C(C)C)cc1 (configuration not stated)	0.471
13	Cc1ccc(S(=O)(=O)N2CCOCC2)c2nsnc12	-0.36
14	COc1cc(CNC2CCCCCC2)cc(OC)c1O	0.5
15	CSc1ccc2[nH]c(=O)cc(C)c2c1	-0.297
16	CCCOc1ccc(C(CC(=O)O)NC(=O)c2cccs2)cc1 (configuration not stated)	-0.164
17	Cc1nc2oc3c(NCc4ccccn4)ncnc3c2c2c1COC(C)(C)C2	0.308
18	CCOC(=O)N1CCN(C(=O)CN(C)S(=O)(=O)c2ccc(OC)c(OC)c2)CC1	0.887
19	C=CCOc1c(Cl)cc(CNc2ccc(N(C)C)cc2)cc1OC	0.295
20	COC(=O)c1cc(Br)c(=O)n(CCN2CCCCC2)c1	1.09
21	CCN(CC)C(=O)CN(c1ccc(F)c(Cl)c1)S(C)(=O)=O	0.0892
22	Cc1cnc(C(=O)Nc2ccccc2F)cn1	-0.0358
23	CCOC(=O)N1CCN(CC(O)COCc2ccccc2)CC1 (configuration not stated)	0.49
24	COC(=O)C(NC(=O)C(NC(=O)c1ccccc1)C(C)C)C(C)C (configuration not stated)	-1.09
25	COc1ccc(-c2cnn3c(N)c(S(=O)(=O)C(C)(C)C)cnc23)cc1	-1.28
26	COC(=O)Cn1cnc2c1c(=O)n(C)c(=O)n2C	1.09
27	c1ccc2nc3[nH]cnc3nc2c1	0.224
28	COC(=O)C1=C(C(=O)c2ccccc2)C(c2ccc(OC)c(OC)c2)Nc2nnnn21 (configuration not stated)	0.807
29	CCOC(=O)c1c(NC(=O)CCC(=O)N2CCOCC2)sc2c1CC(C)(C)OC2	0.928
30	CC1=C(C(=O)Nc2ccc(C)cc2)C(c2ccco2)NC(=O)N1 (configuration not stated)	2.53

Exported as labelled records: entries from further up.
16	CCCOc1ccc(C(CC(=O)O)NC(=O)c2cccs2)cc1 (configuration not stated)
- Cav3 T inh = -0.164
17	Cc1nc2oc3c(NCc4ccccn4)ncnc3c2c2c1COC(C)(C)C2
- Cav3 T inh = 0.308
18	CCOC(=O)N1CCN(C(=O)CN(C)S(=O)(=O)c2ccc(OC)c(OC)c2)CC1
- Cav3 T inh = 0.887

(next part)
cpd	Structure	Cav3 T inh
31	FC(F)(F)c1cccc(Oc2nc(-c3ccccc3)nnc2C(F)(F)F)c1	0.493
32	C/C(CC(=O)Nc1ccccc1[N+](=O)[O-])=N\NC(=O)COc1ccccc1C	0.193
33	CC1CC2=C(NC(=S)NC2c2ccc(F)cc2)/C(=C/c2ccc(F)cc2)C1 (configuration not stated)	-2.19
34	C/C=C(\C)C(=O)NCCN1C2=NC[C@@H](C)N2C[C@@H]1Cc1ccc(OC)cc1	0.192
35	COc1ccccc1OCC(=O)NCCNC(=O)COc1ccccc1OC	0.199
36	CCC(C)(C)n1nnnc1C(c1ccncc1)N1CCC(Cc2ccccc2)CC1 (configuration not stated)	-3.7*
37	Cc1cc(=O)oc(C)c1C(=O)NCCC(C)C	0.455
38	O=S(=O)(NCC1CCN(S(=O)(=O)c2ccccc2)CC1)c1ccccc1	-0.209
39	CO/N=C/C(=N\Nc1ccc(C)cc1)C(=O)c1ccc(OC)cc1	0.435
40	O=C(CSc1nnnn1-c1ccccc1)NCc1ccco1	0.228
41	Cc1ccc2cccc(NC(=S)NC(=O)c3ccccc3)c2n1	0.0136
42	CCCc1[nH]nc2c1C(c1ccc(Br)s1)C(C#N)=C(N)O2 (configuration not stated)	0.903
43	COC(=O)c1cc(OC)c(OC)cc1NC(=O)c1ccc(Br)o1	0.937
44	Cc1ccc(C)c(NC(=O)C2Cc3ccccc3CN2C(=O)OCc2ccccc2)c1 (configuration not stated)	-6.09*
45	COC(=O)C(C)Oc1ccc2c3c(c(=O)oc2c1)CCCCC3 (configuration not stated)	-0.505
46	CCN(CC)S(=O)(=O)c1cccc(-c2nnc(SCc3nc4ccccc4s3)o2)c1	-1.35
47	Cc1ccc2c(c1)nnn2C1CCN(S(C)(=O)=O)CC1	0.712
48	CCN(CC)CCNc1nc(-c2ccccc2)nnc1C(F)(F)F	0.318
49	COCCCN1Cc2cccc(C(=O)O)c2C1=O	0.8
50	CC(CC1C(C#N)=C(N)OC2=C1C(=O)CCC2)c1ccccc1 (configuration not stated)	2.19
51	Cc1cc(C(=O)NN=C2C3CC4CC(C3)CC2C4)c2ccccc2n1	0.569
52	CCCCNC(=O)c1ccc2c(c1)N(CC)C(=O)CS2	-0.79
53	CCOc1ccc(C(=O)N2CCCC2C(=O)O)cc1 (configuration not stated)	0.379
54	CC1CCN(S(=O)(=O)c2ccc(NC(=O)CSc3ncccc3C(=O)O)cc2)CC1	0.576
55	CCOC(=O)Cc1csc(NC(=O)c2sc3nc4ccc(CC)cc4cc3c2N)n1	0.0075
56	Cc1ccc(C(=O)NCCN2C3=NC[C@H](C)N3C[C@H]2Cc2ccc(O)cc2)cc1Br	0.568
57	CC(C)(C)OC(=O)COc1cc(OCC(=O)OC(C)(C)C)c2c(=O)cc(-c3ccccc3)oc2c1	-3.96*
58	CC(C)NC(=O)c1ccccc1S(=O)c1ccccc1C#N (configuration not stated)	0.317
59	CCCCOc1ccc(CSc2ncn[nH]2)cc1	-2.18
60	CCS(=O)(=O)N1CCC(C(=O)NCCCOC)CC1	-0.00613

By substructure: the entries above with a CF3 group
cpd	Structure	Cav3 T inh
7	CCOC(=O)CN1C(=O)N[C@@H](c2cccc(C(F)(F)F)c2)[C@H](C(C)=O)[C@H]1C	0.147
31	FC(F)(F)c1cccc(Oc2nc(-c3ccccc3)nnc2C(F)(F)F)c1	0.493
48	CCN(CC)CCNc1nc(-c2ccccc2)nnc1C(F)(F)F	0.318

Remaining list, next part:
cpd	Structure	Cav3 T inh
61	O=C(NC1CCCCC1)N(Cc1cc2cc3c(cc2[nH]c1=O)OCCO3)C1CCCCC1	-2.01
62	Cn1nc(C(F)(F)F)c(/C=N/OCc2c(Cl)cccc2Cl)c1Cl	-0.358
63	CCCc1[nH]n(-c2nc3ccccc3s2)c(=O)c1C=NCC(C)C	-0.612
64	NC(=O)c1cc2nc(-c3ccco3)cc(C(F)(F)F)n2n1	-1.26
65	CC(=O)C1=C(C)N(CC2CC2)C(=O)N[C@H]1c1ccccc1	1.24
66	COc1ccc(CCNc2nc(N3CCOCC3)nc(N3CCOCC3)n2)cc1OC	-0.147
67	Cc1ccc(N(CC(=O)N2CCN(c3ccc(F)cc3)CC2)S(=O)(=O)c2c(C)nn(C)c2C)cc1	-0.385
68	Cc1ccc2oc(=O)n(CCCOc3ccccc3)c2c1	-3.36
69	COC1(OC)C(/C=C/c2ccc(Cl)cc2)C(C#N)(C#N)C1(OC)OC (configuration not stated)	-1.4
70	CC(C)c1cc(NCC2CCCO2)n2c(nc3ccccc32)c1C#N (configuration not stated)	0.993
71	CCCCC(=O)Nc1cccc2c1C(=O)N(c1ccccc1)C2=O	-0.824
72	O=C(O)c1ccc(NS(=O)(=O)c2ccc3nnn(O)c3c2)cc1	0.0327
73	CN(CC(=O)NCC1CCCO1)S(=O)(=O)c1cc(Cl)ccc1Cl (configuration not stated)	0.311
74	CCOc1cc(C)c(Cl)cc1S(=O)(=O)N(CC)CC	-3.06
75	O=C(NCc1ccco1)c1ccc2c(=O)n(CC3CCCO3)c(=S)[nH]c2c1 (configuration not stated)	-0.691
76	Cc1nc2ccccc2c(=O)n1NC(=O)Nc1ccccc1	0.594
77	Cn1nc(-c2ccccc2)c(-c2nc(-c3ccc(Cl)cc3)no2)c1Cl	-1.08
78	CC(N=c1ccccn1C(=O)Nc1ccc(Cl)cc1)c1ccco1 (configuration not stated)	0.114
79	CCN1CCN(Cc2ccc(NC(=O)Nc3ccc(SC)cc3)cc2)CC1	0.52
80	N#CCCN1CCN(S(=O)(=O)c2ccc(S(=O)(=O)N3CCOCC3)cc2)CC1	0.389
81	Cc1ccccc1CSc1nnc(C)n1N	1.26
82	CCSc1ncc(C#N)c(N)n1	0.0082
83	CCn1ncc(/C=N/N=C2\CCC3C4CCc5cc(O)ccc5C4CCC23C)c1C (configuration not stated)	-0.46
84	Cc1ccc(CC2CC(=O)N(CCc3ccc4c(c3)OCO4)C2=O)cc1 (configuration not stated)	-1.27
85	NC(=O)c1ccccc1NS(=O)(=O)c1cccs1	-0.976
86	COC(=O)c1ccc(CSc2nc3c(c(=O)n2-c2ccc(F)cc2)SCC3)o1	-1.18
87	Cc1cn2c(nc1=O)OC1C(O)C(COC(=O)c3ccccc3)OC12 (configuration not stated)	0.708
88	CSc1nc2nc3c(cn2n1)C(=O)CC(c1ccccc1)C3 (configuration not stated)	-0.218
89	CC(=O)OC1COC(n2ccc3cc([N+](=O)[O-])ccc32)C(OC(C)=O)C1OC(C)=O (configuration not stated)	0.0777
90	O=C(Nc1cccc(C(=O)N2CCCC2)c1)c1ccccc1Cl	0.715

Looked up by structure from above:
cpd	Structure	Cav3 T inh
64	NC(=O)c1cc2nc(-c3ccco3)cc(C(F)(F)F)n2n1	-1.26
73	CN(CC(=O)NCC1CCCO1)S(=O)(=O)c1cc(Cl)ccc1Cl (configuration not stated)	0.311
80	N#CCCN1CCN(S(=O)(=O)c2ccc(S(=O)(=O)N3CCOCC3)cc2)CC1	0.389
86	COC(=O)c1ccc(CSc2nc3c(c(=O)n2-c2ccc(F)cc2)SCC3)o1	-1.18
65	CC(=O)C1=C(C)N(CC2CC2)C(=O)N[C@H]1c1ccccc1	1.24

The list goes on.
cpd	Structure	Cav3 T inh
91	C=CCOc1ccc(Cl)cc1C(=O)O	0.0546
92	CCCCNC(=O)C1CC(c2c(Cl)cccc2Cl)=NO1 (configuration not stated)	1.07
93	COCCCN1C(=O)C(=O)/C(=C(/O)c2ccc(OC(C)C)cc2)C1c1cccnc1 (configuration not stated)	-0.0653
94	Cc1ccc(NC(=O)Cn2nc(C(F)(F)F)c3c2CCC3)cc1	-2.34
95	C#CCSc1nccc(-c2nn(-c3ccc(C)cc3)ccc2=O)n1	-0.0522
96	C=CCn1c(CC(=O)OC)csc1=Nc1ccc(C(C)=O)cc1	-0.69
97	COc1ccc(N(CC(=O)Nc2cccc(SC)c2)S(C)(=O)=O)cc1Cl	-5.91*
98	O=C(NC1CCCC1)c1ccc(Br)o1	0.47
99	N=c1c2c3c(sc2nc2n1CCCCC2)CCCCC3	0.385
100	CNC(=O)CCCCCNS(=O)(=O)c1ccc(C)cc1	0.132
101	Cc1ccccc1NC(=O)C1C2CCC(O2)C1C(=O)O (configuration not stated)	-0.206
102	N#CC1=C(N)OC2=C(C(=O)CCC2)C1C1CC=CCC1 (configuration not stated)	1.73
103	CCCn1nnc(NC(=O)COc2ccc(C3CCCCC3)cc2)n1	-3.25
104	O=C(Nc1cc2c(cc1Br)OCCO2)c1cccs1	-0.554
105	COc1ccc(S(=O)(=O)Nc2cc(C)cc(C)n2)c2ccccc12	-0.494
106	Cc1ccc(-n2c(=O)cc(N3CCN(C(=O)c4ccco4)CC3)[nH]c2=O)cc1	-0.0133
107	COC(=O)c1ccc(CN2C(=O)NC3(CCCc4ccccc43)C2=O)o1 (configuration not stated)	0.0465
108	CC(Cc1ccccc1)NC(=O)C1CCCNC1=O (configuration not stated)	0.772
109	COc1ccc(S(=O)(=O)n2nc(OC(C)=O)cc2N(C(C)=O)C(C)=O)cc1	0.431
110	O=C(Nc1nncs1)C1c2ccccc2Oc2ccccc21	0.736
111	Cc1ccc2nc(N3CCN(C=O)CC3)nc(-c3ccccc3)c2c1	-1.63
112	O=C(Cc1ccccc1)NCCc1cn2ccsc2n1	0.226
113	CCN1CCN(c2cc(C(C)(C)C)nc3c(-c4ccccc4)c(C)nn23)CC1	-1.18
114	COC(=O)Cc1c(C)c2ccc(OCc3nn[nH]n3)cc2oc1=O	1.09
115	CCC(=O)Nc1cc(C)c(NC(=O)c2ccco2)cn1	-0.405
116	COc1ccc(CCNC(=O)CCC(=O)N2CCN(S(=O)(=O)c3ccccc3)CC2)cc1OC	0.773
117	CC(CNC(=O)c1ccc(-c2ccccc2)cc1)CN(C)C (configuration not stated)	0.0498
118	Cc1ccc2nc(-c3cc(N)cc(N)c3)oc2c1	0.0761
119	Cc1ccc(C(C)C)c(OCCCN2CC(C)OC(C)C2)c1 (configuration not stated)	-0.227
120	O=S(=O)(c1cccc(Cl)c1)N1CCCC1	-2.61
121	C=CCc1cccc(C2Nc3ccccc3C(=O)N2O)c1O (configuration not stated)	-9.81*
122	O=C(CSc1ccc(-c2ccc(F)cc2)nn1)NCc1ccco1	1.39
123	Cc1ccc(OCC(=O)c2ccc3c(c2)CCCC3)cc1C	-0.533
124	CC1(c2nnc(-c3ccncc3)o2)CC(c2ccc(Cl)cc2)=NO1 (configuration not stated)	0.0618
125	CSc1nc2c(c(C(F)(F)F)n1)CC(C)CC2 (configuration not stated)	0.879
126	CCOC(=O)c1c(NC(=O)CN2CCCCC2)sc2c1CCCC2O (configuration not stated)	-0.971
127	COC(=O)NCc1ccc2c(c1)OCO2	-0.0569
